ASAP1 GAP inh: inhibitors of human ASAP1 ArfGAP activity | Q9ULH1 | inhibition, % at 16.5 µM | AID 624377 | ASAP1-stimulated ARF1 GTP hydrolysis, GDP FP detection | hit rate 0.19% among 360,000; in the data active = inhibition above about 25%;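 also: 0% = vehicle with enzyme and substrate and 100% = no enzyme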
PG9 binder: small molecules binding HIV-1 gp120 antibody PG9. TR-FRET gp120-PG9 antibody binding. inhibition, % at 6.7 µM. hit rate 0.43% among 360,000. AID 624416; in the data active = inhibition above about 8.5%
NPR2 activator: GC-B (human) receptor activation; P20594; HEK293-GC-B cells, CNP EC30, cGMP TR-FRET; 0% at EC30 CNP, 100% saturating CNP; activation, % at 10 µM; hit rate 0.11% among 370,000; AID 1920062;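 active = activation at 10 µM reaching about 35% in either raw or pattern-adjusted values, limit read from the data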
Rev-erbA mod: Rev-erb alpha (human) modulation; P20393; Rev-erbα–FITC-DNA binding, fluorescence polarization, 90 min; activity, % at 10 µM; hit rate 0.79% among 370,000; AID 1259318;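 active = activity above about 14%, limit read from the data; passing the limit was not always enough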;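 also: 0% = DMSO wells with 35 nM protein and 100% = DMSO wells with 750 nM protein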
rCAG RNA binder: molecules binding r(CAG) RNA repeats; AID 651821; r(CAG) RNA repeat, TO-PRO-1 dye displacement fluorescence; inhibition, % at 3 µM; hit rate 1.3% among 370,000;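 active = inhibition above the plate cutoff, the mean of all test compounds on that plate plus 3 SD, cut at about 35% in these data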;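 also: 0% = DMSO alone and 100% = 100 µM mitoxantrone as full dye displacement; higher means more dye released from RNA so lower well fluorescence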
HTRA1 inh: HTRA1 (human) protease inhibition. Q92743. recombinant HTRA1, FP-rhodamine activity-based probe, fluorescence polarization. inhibition, % at 5.96 µM. hit rate 0.5% among 340,000; in the data active = inhibition above about 36%;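 also: 0% = enzyme with DMSO and 100% = wells lacking enzyme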
mABHD4 FP: inhibitors of mouse ABHD4; Q8VD66; purified mABHD4, FP-Rh probe fluorescence polarization; inhibition, % at 8.92 µM; hit rate 0.54% among 370,000; AID 720543;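 active = inhibition exceeding the mean over every tested compound plus 3 SD, cut at about 30% in these data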;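 also: 0% = plate median of compound wells and 100% = S159A mutant with DMSO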
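Test system: mouse ABHD4 enzyme, wild type. Reagent: FP-Rh fluorescent activity-based probe, added after compound pre-incubation. Timing: pre-incubation 45 min, probe exposure 60 min, at 25 °C. Technique: FP readout, ex 525 nm / em 598 nm. Benchmarks: high control S159A mutant with DMSO, low control median of compound wells.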
GC-A act: GC-A (human) enzyme activation | P16066 | HEK293 GC-A cells, cGMP TR-FRET, EC30 ANP; 0% at EC30 ANP, 100% saturating ANP | activation, % at 10 µM | hit rate 0.14% among 370,000 | AID 1671463; in the data active = activation above about 40%
Target sequence (P16066 whole entry, looked up): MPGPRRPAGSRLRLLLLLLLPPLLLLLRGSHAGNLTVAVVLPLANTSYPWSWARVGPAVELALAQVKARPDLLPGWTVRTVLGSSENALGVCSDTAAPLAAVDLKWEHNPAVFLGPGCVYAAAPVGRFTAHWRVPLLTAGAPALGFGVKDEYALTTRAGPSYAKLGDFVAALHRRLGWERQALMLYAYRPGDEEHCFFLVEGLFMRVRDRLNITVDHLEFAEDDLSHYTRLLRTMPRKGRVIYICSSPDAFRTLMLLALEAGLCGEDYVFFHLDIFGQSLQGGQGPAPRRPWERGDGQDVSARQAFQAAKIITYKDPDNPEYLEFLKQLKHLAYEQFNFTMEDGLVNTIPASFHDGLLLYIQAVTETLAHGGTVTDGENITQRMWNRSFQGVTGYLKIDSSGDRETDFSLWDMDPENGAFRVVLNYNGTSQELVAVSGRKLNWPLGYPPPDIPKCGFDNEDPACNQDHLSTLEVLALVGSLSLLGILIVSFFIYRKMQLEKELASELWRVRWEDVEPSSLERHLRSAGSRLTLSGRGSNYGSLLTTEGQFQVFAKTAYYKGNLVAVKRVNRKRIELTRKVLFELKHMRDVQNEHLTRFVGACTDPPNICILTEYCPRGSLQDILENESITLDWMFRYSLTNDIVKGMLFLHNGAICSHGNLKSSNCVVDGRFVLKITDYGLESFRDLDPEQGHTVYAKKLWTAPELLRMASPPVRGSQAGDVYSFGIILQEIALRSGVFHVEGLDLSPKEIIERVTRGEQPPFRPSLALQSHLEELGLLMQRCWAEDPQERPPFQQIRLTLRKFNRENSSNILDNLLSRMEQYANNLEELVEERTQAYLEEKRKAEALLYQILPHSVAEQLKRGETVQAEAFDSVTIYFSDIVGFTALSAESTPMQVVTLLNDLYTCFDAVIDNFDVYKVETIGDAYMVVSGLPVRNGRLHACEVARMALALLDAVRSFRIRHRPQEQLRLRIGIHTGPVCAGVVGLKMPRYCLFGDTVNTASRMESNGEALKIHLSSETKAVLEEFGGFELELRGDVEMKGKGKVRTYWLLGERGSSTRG
SMARCA2 activ: SMARCA2 function activation, primary screen | hit rate 1% among 370,000 | MG213 cells, MMTV-luciferase reporter, dexamethasone, overnight | activation, % at 9.1 µM | AID 652017; in the data active = activation above about 7.8%;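 also: 0% = vehicle wells and 100% = reference activator wells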
ARFGAP1 inhibitor: rat ARFGAP1 inhibition; Arfgap1-stimulated ARF1 GTP hydrolysis, GDP FP detection; inhibition, % at 16.5 µM; hit rate 0.26% among 360,000;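 active = inhibition above a per-plate limit, mean inhibition of low control wells plus 3 SD, cut at about 25% in these data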;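 also: 0% = DMSO wells with enzyme and 100% = wells lacking Arfgap1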
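material = rat Arfgap1 catalytic domain, aa 1-136 | also added = human ARF1(Δ1-17)-GTP substrate | compound dosing = one concentration, 16.5 µM, DMSO 1.26% | times = GTP hydrolysis reaction 2 h at 25 °C | measured by = FP, GDP Alexa 633 tracer displaced from anti-GDP antibody, 620/688 nm | evaluation = percent inhibition of Arfgap1-stimulated GTP hydrolysis | replication = single well per compound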
Starred values were filed as active, the others as inactive; . = not tested or not shown. Not a hit list; about 4.4% have a hit in one of these screens.

Results follow in this order: ASAP1 GAP inh	PG9 binder	NPR2 activator	Rev-erbA mod	rCAG RNA binder	HTRA1 inh	mABHD4 FP	GC-A act	SMARCA2 activ	ARFGAP1 inhibitor
> Brc1ccc2c(c1)CNc1c(ncnc1N1CCOCC1)O2
→ 0.3	-1.5	5.1	-5.3	0.1	3.6	4.8	-3.1	2.8	2.3
> Cn1c(=NC(=O)CS(=O)(=O)c2ccc(F)cc2)sc2ccccc21
→ -5.9	0.6	1.5	-7.3	1.9	2.0	-0.9	1.8	1.5	-2.3
> O=C(NC12CC3CC(CC(C3)C1)C2)c1ccc(-c2ccc(Br)cc2)o1
→ 5.7	1.9	-1.3	10.0	2.7	-82.2	-12.2	-4.8	-0.8	-0.5
> CCC(Oc1ccccc1)C(=O)Nc1ccccn1 (configuration not stated)
→ 3.9	-1.1	4.7	-0.1	-3.7	-1.6	4.8	-3.4	4.0	4.1
> CC(=O)Nc1cccc(-c2ccnc3c2CC(C)(C(=O)Nc2cccc(NS(C)(=O)=O)c2)O3)c1 (configuration not stated)
→ -6.0	-1.0	3.2	6.7	4.9	.	-1.2	-1.5	-0.8	-7.9
> COc1cc([N+](=O)[O-])cc(/C=N/NC(=O)Cn2nccc2C)c1O
→ -20.2	-1.9	-3.2	9.9	1.1	0.3	-5.7	-1.4	2.7	-9.4
> COc1ccc(OC)c(NC(=O)CSc2nc(N3CCOCC3)nc(N3CCOCC3)n2)c1
→ 9.7	0.6	-18.3	1.1	-1.5	5.7	-3.8	-22.6	0.0	-3.5
> O=C(c1ccc2c(c1)OCO2)C1CCCN(Cc2ccccc2OC(F)F)C1 (configuration not stated)
→ 7.1	-0.6	-0.9	8.3	-8.8	-7.0	4.3	-2.4	0.5	6.3
> COc1ccc(CC(=O)NNC(=O)CCC(=O)Nc2cc(C)ccc2C)cc1
→ -15.3	-2.5	-3.7	-5.2	2.9	-5.5	-1.6	1.8	-5.1	-7.8
> CCC(C)(C)NC(=O)C(c1ccc(OC)cc1)N(Cc1ccccc1)C(=O)CCC(=O)Nc1cc(C)on1 (configuration not stated)
→ 1.9	1.4	-6.1	-4.0	3.1	-8.1	-0.5	-14.2	-2.7	5.6
> O=C(NNc1ccccc1)C(=O)NNS(=O)(=O)c1ccc(CCCl)cc1
→ 6.1	-2.7	4.8	-6.3	5.8	2.5	-2.5	2.1	-5.6	-9.3
> COC(=O)[C@H](C)NC(=O)COc1ccccc1
→ -4.8	1.8	-2.4	-3.6	0.1	-2.5	-0.7	2.7	-1.3	2.6
> COc1ccc(CN2C[C@H](Cc3ccccc3)[C@@H](CC(=O)Nc3ccccc3)C2=O)cc1
→ 5.6	2.4	-3.0	4.5	9.7	-39.7	-14.8	-1.2	-2.0	12.0
> COc1ccc(NC(=O)CCCN2C(=O)C(c3ccccc3)Oc3cccnc32)c(OC)c1 (configuration not stated)
→ -6.3	0.8	-3.7	6.3	-4.9	-3.2	5.3	-4.2	-0.2	-13.9
> O=C(C1=COCCO1)N1CCN(S(=O)(=O)c2cccc(Br)c2)CC1
→ -5.9	-0.5	-0.2	-3.4	2.6	6.1	-3.2	-3.3	1.7	4.4
> Cn1nc(C(=O)OCC(=O)Nc2ccc(Cl)cc2Cl)c2ccccc2c1=O
→ 1.0	-0.3	1.0	10.0	1.6	1.0	1.7	1.1	-1.1	3.9
> O=C(NCc1cccs1)C1CC(=O)N(Cc2ccccc2)C1 (configuration not stated)
→ 17.2	0.7	-0.1	-1.8	6.9	5.1	-4.0	4.8	-5.2	9.9
> CC(=O)OCc1c(C(F)(F)F)nn(C)c1SCc1ccc(Cl)cc1
→ 1.6	0.3	-1.6	3.5	-7.4	-4.7	-8.3	-2.1	0.8	-2.1
> Cc1cc(N2CCNC[C@H]2C)ccc1N1CCN(Cc2ccccc2)[C@@H](C)C1
→ 2.5	-1.8	-3.4	-2.5	6.7	.	2.4	-3.0	-2.3	-6.6
> O=Cc1c(N2CCCCCC2)nc2ccccn2c1=O
→ 5.6	-2.1	7.1	-0.4	-1.6	1.8	0.0	3.3	3.4	6.7

More structures
Results follow in this order: ASAP1 GAP inh	PG9 binder	NPR2 activator	Rev-erbA mod	rCAG RNA binder	HTRA1 inh	mABHD4 FP	GC-A act	SMARCA2 activ	ARFGAP1 inhibitor
> CC1C(=O)N(Cc2cn(CC3CCCCC3)nn2)CCS(=O)(=O)N1Cc1ccc(-c2ccc(Cl)c(Cl)c2)cc1 (configuration not stated)
→ -5.7	0.7	-3.1	2.7	6.4	-38.0	-4.6	2.5	-4.9	3.4
> CC(C)(C)c1ccc(OCC(=O)OCCNC(=O)c2cccnc2)cc1
→ -11.8	0.0	2.7	2.2	-3.3	1.0	10.9	3.2	-5.4	-0.3
> CCN(CC)Cc1c(C(=O)N/N=C/c2cccc3ccccc23)nnn1-c1nonc1N
→ 18.9	-1.6	-2.7	-2.4	3.5	-27.2	-2.8	-1.4	-0.2	-6.0
> O=C(Nc1nccs1)c1nc[nH]c1C(=O)N1CCc2ccccc2C1
→ 4.3	-2.8	-2.3	0.2	3.1	1.1	2.2	2.1	0.1	5.7
> Cc1cc(-c2ccccc2)n2ncc(-c3ccccc3)c2n1
→ -1.4	-3.5	0.3	0.6	3.0	-23.8	-7.0	-2.6	-0.8	-8.3
> CC1CCCC(=C\c2ccccc2)/C1=N/O (configuration not stated)
→ -1.0	-2.6	1.9	3.5	1.1	-2.4	-2.3	-3.8	-1.8	3.8
> COc1ccc(NC(=O)CCc2nnc3ccc(NCc4ccco4)nn23)cc1
→ -13.0	-0.4	-3.4	-6.4	0.2	9.3	1.9	-1.1	-2.2	1.0
> COc1ccc(NC(=O)N2CCN(c3nc4ccccc4n3C(C)C)CC2)cc1
→ 15.9	-1.4	-5.3	1.5	-9.3	-5.6	4.8	-7.7	-3.6	4.3
> COC(=O)[C@]12CCCCC=C1N(Cc1ccccc1)C(=O)[C@H](CC(=O)NCc1cccc(C(F)(F)F)c1)C2
→ -3.1	-0.9	-2.6	-0.3	1.1	.	-6.4	-5.3	-4.4	5.9
> COc1cc(C(=S)N2CCCC2)ccc1OS(=O)(=O)c1ccc(NC(C)=O)cc1
→ 3.9	-2.0	0.6	-1.1	4.0	-8.5	3.2	-2.4	-4.5	-9.8
> COc1cc(CC(=O)Nc2ccc(S(=O)(=O)NC3=NCCCCC3)cc2)cc(OC)c1OC
→ 3.4	-0.4	1.3	2.0	-1.7	10.8	1.8	7.8	-0.4	-2.9
> CC(NC(=O)Nc1ccccc1)c1ccccc1 (configuration not stated)
→ 11.0	-0.6	-5.1	6.0	4.0	3.0	-6.2	1.9	3.2	-15.6
> C/C(=N\Nc1cccc2cccnc12)c1ccc(C)cc1
→ -1.4	-5.0	-2.2	1.0	-2.0	22.8	20.1	-12.9	2.4	-5.7
> O=C(c1cccs1)N1CCN(C(=O)C2CCCO2)CC1 (configuration not stated)
→ 2.1	-0.6	11.4	0.2	0.4	-8.4	1.9	2.0	2.7	0.4
> N#Cc1c(-c2ccc(Cl)cc2)ccn2nc(CCC(=O)O)nc12
→ 13.5	-1.4	-3.9	4.3	11.3	0.7	3.7	0.2	-1.7	6.9
> O=C(Nc1ccc2ccccc2c1)N1CCCN(CCOc2ccccc2)CC1
→ -3.6	-0.4	-2.7	-3.9	-2.8	-3.7	6.9	-3.1	-0.1	4.0
> Cn1c(=O)n(C)c2cc(S(=O)(=O)N3CCOCC3)ccc21
→ -2.1	-2.9	-0.5	0.7	-0.3	4.0	-3.9	4.0	-4.2	-3.8
> COC(=O)c1ccc(/C=C/C(=O)c2ccc(OC)cc2)cc1
→ 7.4	0.2	-9.6	1.3	-5.0	-6.9	-4.1	-2.1	-0.3	13.4
> Clc1ccc(-c2csc(N3CCSCC3)n2)cc1
→ 0.6	-0.7	-2.7	-1.8	1.6	-2.0	-1.8	-0.6	4.0	7.3
> CCS(=O)(=O)N1CCC(C(=O)Oc2ccc(Cl)cc2)CC1
→ 8.1	1.3	5.8	-0.8	-0.2	4.5	-5.2	2.5	0.0	-2.9

Next part
Results follow in this order: ASAP1 GAP inh	PG9 binder	NPR2 activator	Rev-erbA mod	rCAG RNA binder	HTRA1 inh	mABHD4 FP	GC-A act	SMARCA2 activ	ARFGAP1 inhibitor
> Cc1cc(C)c(C(=O)COC(=O)c2ccc([N+](=O)[O-])o2)cc1C
→ 0.0	-0.2	3.5	-6.5	3.9	-0.7	0.1	-2.1	-0.4	4.2
> O=C(COc1ccccc1)Nc1ccccc1N1CCCCC1
→ -5.9	0.2	-6.6	4.5	-7.5	-25.1	-4.1	4.5	-1.4	-4.1
> CNC(=O)C1CC(=O)N(c2ccc(OCC(=O)Nc3ccccc3)cc2)C1 (configuration not stated)
→ -6.0	0.0	-0.6	-2.0	19.7	1.8	-13.1	4.8	-0.6	-11.2
> Cc1ccc(CCN2CC(C(=O)NCCCN(C)Cc3ccccc3)CC2=O)cc1 (configuration not stated)
→ 3.7	0.1	-0.5	-3.3	-6.0	1.8	2.3	3.5	-0.6	3.6
> COc1cccc(OCC(=O)NCC2CCCO2)c1 (configuration not stated)
→ 0.7	-3.0	7.7	-4.2	-0.7	1.6	-0.6	2.7	7.4	3.9
> CC(=O)c1ccccc1C(=O)N1CCC(n2nccc2NC(=O)C2CC2)CC1
→ 11.9	-0.8	3.6	3.2	0.9	5.3	4.9	3.2	0.4	-4.0
> Cc1ccc(C(C)C)c(OCC(=O)N/N=C/c2ccc(S(=O)(=O)O)o2)c1
→ -5.7	-0.5	2.1	-1.4	33.4	-3.6	-15.3	6.6	-4.6	-8.7
> COc1ccc(C=O)c(-c2c(-c3ccccc3OC)sc3ccccc23)c1
→ -4.8	-0.7	-5.2	5.6	5.8	.	-17.4	-12.5	3.1	7.6

In another format: entries from further up
canonical_smiles: O=C(c1cccs1)N1CCN(C(=O)C2CCCO2)CC1 (configuration not stated)
  ASAP1 GAP inh: 2.1
  PG9 binder: -0.6
  NPR2 activator: 11.4
  Rev-erbA mod: 0.2
  rCAG RNA binder: 0.4
  HTRA1 inh: -8.4
  mABHD4 FP: 1.9
  GC-A act: 2.0
  SMARCA2 activ: 2.7
  ARFGAP1 inhibitor: 0.4

canonical_smiles: CC1CCCC(=C\c2ccccc2)/C1=N/O (configuration not stated)
  ASAP1 GAP inh: -1.0
  PG9 binder: -2.6
  NPR2 activator: 1.9
  Rev-erbA mod: 3.5
  rCAG RNA binder: 1.1
  HTRA1 inh: -2.4
  mABHD4 FP: -2.3
  GC-A act: -3.8
  SMARCA2 activ: -1.8
  ARFGAP1 inhibitor: 3.8

Screening results: PubChem, several laboratories
